Compound activity deposited in PubChem BioAssay by several laboratories.
phage Ecoli inh = E. coli growth loss with phage present; growth absorbance; inhibition, % at 11.9 µM; 360,000 compounds, 0.26% hits; in the data active = inhibition above about 11%
SUMO Mot1 rescue = SUMOylation pathway inhibition by Mot1-301 growth rescue; growth rescue, % at 18.8 µM; S. cerevisiae Mot1-301 growth rescue, ATP luminescence, 38.5C; percent above DMSO median, 100 means doubled; 320,000 compounds, 1% hits; AID 2716;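 active = every valid replicate shows activation above 250% relative to neutral control wells; inactive = the rest, any valid replicate at or below 250%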;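 note: OY570 slx delta 5 strain wells were the positive control but not used for scaling; some compounds called inactive have numbers as strong as hits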
Pemphigus Ab inh = human desmoglein-3 autoantibody binding inhibition | P32926 | DSG3-coupled beads, scFv-anti-DSG3-GFP binding, flow cytometry; stronger effect = lower value | binding (percent of control), % at 10 µM | 310,000 compounds, 0.48% hits | AID 588358;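 active = binding more than 3 SD below its plate's average and above zero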;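 note: hits lower antibody fragment binding to DSG3; some compounds called inactive have numbers as strong as hits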
HTR5A inv ag = HTR5A inverse agonism, opioid heterodimer counter-screen; P47898; HTR5A cell line, luminescence; inhibition, % at 9.3 µM; 340,000 compounds, 0.083% hits; AID 504634; in the data active = inhibition mostly above about 23%, no sharp cut-off; inactive = mostly below about 18%;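 note: 0% = cells with DMSO and 100% = no-cell wells with DMSO; some compounds called inactive have numbers as strong as hits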
HTR5A ag = activates human HTR5A in OPRM1-OPRD1 agonist counter-screen; activation, % at 9.3 µM; AID 504692; 340,000 compounds, 0.61% hits; HTR5A agonist assay, luminescence, cell-based; P47898; in the data active = activation mostly above about 9.5%, no sharp cut-off; inactive = mostly below about 7.6%;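 note: 0% = cells with vehicle only and 100% = reference agonist; strong numbers were not always called active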
OPRM1-OPRD1 inv = inverse agonist of human OPRM1-OPRD1 heterodimerization; 340,000 compounds, 0.21% hits; inhibition, % at 9.3 µM; cell-based MOR-DOR heterodimer luminescence, inverse agonism; P35372+P41143; in the data active = inhibition above about 22%, passing the limit was not always enough;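 note: 0% = cells with DMSO and 100% = wells without cells with DMSO; values of inactives mirror those of a sister screen read the other way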
Target sequence (P35372 whole entry, looked up): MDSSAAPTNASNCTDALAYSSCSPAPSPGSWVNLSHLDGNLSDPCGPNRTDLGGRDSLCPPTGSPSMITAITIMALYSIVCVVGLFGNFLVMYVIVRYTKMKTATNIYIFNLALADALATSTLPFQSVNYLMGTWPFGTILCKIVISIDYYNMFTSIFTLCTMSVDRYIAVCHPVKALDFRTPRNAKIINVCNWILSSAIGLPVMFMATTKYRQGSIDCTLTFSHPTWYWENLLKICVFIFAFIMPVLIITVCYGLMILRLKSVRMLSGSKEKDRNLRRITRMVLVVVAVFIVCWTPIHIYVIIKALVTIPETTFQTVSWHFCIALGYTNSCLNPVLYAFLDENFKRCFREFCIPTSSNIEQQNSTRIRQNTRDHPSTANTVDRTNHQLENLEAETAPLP
Target sequence (P41143 whole entry, looked up): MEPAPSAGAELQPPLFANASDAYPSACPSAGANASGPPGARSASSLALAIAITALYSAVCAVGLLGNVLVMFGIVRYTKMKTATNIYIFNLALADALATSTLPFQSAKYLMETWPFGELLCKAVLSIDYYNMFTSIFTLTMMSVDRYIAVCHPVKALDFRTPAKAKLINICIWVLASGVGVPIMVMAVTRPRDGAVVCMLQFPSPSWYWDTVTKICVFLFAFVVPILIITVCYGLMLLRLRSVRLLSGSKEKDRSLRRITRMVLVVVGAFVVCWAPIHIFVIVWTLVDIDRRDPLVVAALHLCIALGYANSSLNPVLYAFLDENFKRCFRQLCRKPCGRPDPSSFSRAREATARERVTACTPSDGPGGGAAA
PfHsp90 yeast 2 = growth inhibition of yeast expressing Plasmodium Hsp90 | S. cerevisiae expressing PfHsp90, BacTiter-Glo ATP, 48 h; yeast lacking PDR1 and PDR3 efflux regulators | inhibition, % at 9.4 µM | 310,000 compounds, 0.32% hits | AID 504621;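 active = every replicate shows inhibition above about 80%, whatever the replicate mean, limit read from the data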;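 note: 0% = DMSO neutral controls and 100% = 20 µM radicicol positive controls; yeast relying on Plasmodium falciparum Hsp90 in place of its own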
Ecoli viability = bacterial growth inhibition, counter-screen for AddAB inhibitors; E. coli V3065 growth, OD600 absorbance, 18 h; inhibition, % at 11.9 µM; 330,000 compounds, 0.27% hits; AID 449728;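 active = inhibition above the campaign's mean inhibition across all tested compounds plus 3 SD, cut at about 9.9% in these data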;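 note: uninfected addAB+ strain grown without phage in ampicillin broth; 0% = DMSO wells and 100% = ciprofloxacin 0.95 µg/ml wells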
AddAB inh = less growth of phage-infected E. coli with AddAB; 330,000 compounds, 0.29% hits; inhibition, % at 11.9 µM; E. coli expressing H. pylori AddAB, absorbance growth; AID 435030; in the data active = inhibition above about 12%;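 note: 0% = vehicle wells of infected cells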
PKA-R1A act = activates the PKA-R1A holoenzyme complex. PKA-R1A dissociation, Cy5-IP20 fluorescence polarization; scaled: DMSO 0%, 113 µM cGMP 100%. activation, % at 11.4 µM. 340,000 compounds, 0.083% hits. AID 504707;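 active = percent activation above the mean of all tested compounds plus 3 SD, cut at about 19% in these data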;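 note: higher means more PKAc released from R1A so a rise in polarization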
MOR-DOR ag = OPRM1-OPRD1 heterodimerization agonism. cells, luminescence. activation, % at 9.3 µM. 340,000 compounds, 0.3% hits. AID 504326; in the data active = activation above about 18%;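 note: 0% = vehicle-treated cells and 100% = reference agonist; values of inactives mirror those of a sister screen read the other way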
* hit, by the source's call; / = not tested or not shown.

SMILES	phage Ecoli inh	SUMO Mot1 rescue	Pemphigus Ab inh	HTR5A inv ag	HTR5A ag	OPRM1-OPRD1 inv	PfHsp90 yeast 2	Ecoli viability	AddAB inh	PKA-R1A act	MOR-DOR ag
COC(=O)c1ccccc1NC(=O)CN1C(=O)c2ccccc2S1(=O)=O	2.8	7	93	-7	3	-9	-3	-2.9	0.3	-13	1.6
Cc1nnc(N2CCC(C(=O)N3CCCCC3)CC2)c2nn(-c3ccc(Cl)cc3)c(C)c12	/	3	102	-9	2	9	3	3.0	2.1	-8	-1.7
COc1ccccc1OCCNC(=O)c1ccc(C)o1	5.1	14	94	-8	-5	5	6	-1.3	1.6	-8	-0.8
CCOc1ccc(N=c2scc(-c3ccccc3)n2CCO)cc1	2.8	5	98	4	-3	-9	5	-0.7	-0.4	-4	1.6
Cc1ccc(C(=O)NCC(=O)Nc2ccc(F)c(F)c2F)cc1	0.4	64	95	6	-2	15	5	0.0	-0.7	0	-3.5
CCCOC1CCCN(C(=O)c2cc(Cl)c(Cl)cc2C(=O)O)C1 (centres undefined)	1.9	-6	97	10	1	13	-19	1.1	0.9	1	-2.2
CN(c1ccccc1)S(=O)(=O)c1cccc(NC(=O)Cn2cnc3c2c(=O)n(C)c(=O)n3C)c1	3.5	-5	98	/	/	/	2	-0.3	0.2	1	/
CCOc1ccc(N2CC(C(=O)Nc3ccccc3OC)CC2=O)cc1 (centres undefined)	3.5	-10	105	6	-2	14	/	-0.9	8.1	-4	-2.8
Cc1ccc(S(=O)(=O)N2CCN(C(=O)COC(=O)c3ccc(O)cc3)CC2)c(C)c1	3.0	7	102	17	-3	2	-2	1.6	-1.2	-9	-0.5
CCCn1c(SCC(=O)Nc2ccccc2C(=O)NC2CC2)n[nH]c1=O	-0.3	6	92	16	2	16	0	-0.9	1.4	-4	-4.0
CC(C)N=C(NC#N)SCc1ccc(F)cc1	2.3	16	102	19	-2	1	/	-0.7	0.2	-12	-0.1
COc1ccc(C(=O)NC2CCc3ccccc32)cc1OC1CCN(C(C)C)CC1 (centres undefined)	-1.2	-9	110	6	0	16	5	-0.2	1.6	-4	-4.8

Part of the list above in order of length of the SMILES, high to low.
SMILES	phage Ecoli inh	SUMO Mot1 rescue	Pemphigus Ab inh	HTR5A inv ag	HTR5A ag	OPRM1-OPRD1 inv	PfHsp90 yeast 2	Ecoli viability	AddAB inh	PKA-R1A act	MOR-DOR ag
CN(c1ccccc1)S(=O)(=O)c1cccc(NC(=O)Cn2cnc3c2c(=O)n(C)c(=O)n3C)c1	3.5	-5	98	/	/	/	2	-0.3	0.2	1	/
Cc1nnc(N2CCC(C(=O)N3CCCCC3)CC2)c2nn(-c3ccc(Cl)cc3)c(C)c12	/	3	102	-9	2	9	3	3.0	2.1	-8	-1.7
Cc1ccc(S(=O)(=O)N2CCN(C(=O)COC(=O)c3ccc(O)cc3)CC2)c(C)c1	3.0	7	102	17	-3	2	-2	1.6	-1.2	-9	-0.5
COc1ccc(C(=O)NC2CCc3ccccc32)cc1OC1CCN(C(C)C)CC1 (centres undefined)	-1.2	-9	110	6	0	16	5	-0.2	1.6	-4	-4.8
COC(=O)c1ccccc1NC(=O)CN1C(=O)c2ccccc2S1(=O)=O	2.8	7	93	-7	3	-9	-3	-2.9	0.3	-13	1.6
CCCn1c(SCC(=O)Nc2ccccc2C(=O)NC2CC2)n[nH]c1=O	-0.3	6	92	16	2	16	0	-0.9	1.4	-4	-4.0
CCCOC1CCCN(C(=O)c2cc(Cl)c(Cl)cc2C(=O)O)C1 (centres undefined)	1.9	-6	97	10	1	13	-19	1.1	0.9	1	-2.2
Cc1ccc(C(=O)NCC(=O)Nc2ccc(F)c(F)c2F)cc1	0.4	64	95	6	-2	15	5	0.0	-0.7	0	-3.5
CCOc1ccc(N=c2scc(-c3ccccc3)n2CCO)cc1	2.8	5	98	4	-3	-9	5	-0.7	-0.4	-4	1.6
COc1ccccc1OCCNC(=O)c1ccc(C)o1	5.1	14	94	-8	-5	5	6	-1.3	1.6	-8	-0.8
CC(C)N=C(NC#N)SCc1ccc(F)cc1	2.3	16	102	19	-2	1	/	-0.7	0.2	-12	-0.1

Continuation:
SMILES	phage Ecoli inh	SUMO Mot1 rescue	Pemphigus Ab inh	HTR5A inv ag	HTR5A ag	OPRM1-OPRD1 inv	PfHsp90 yeast 2	Ecoli viability	AddAB inh	PKA-R1A act	MOR-DOR ag
O=C(Nc1ccccc1F)c1ccc(OCc2ccccc2)cc1	4.9	-12	98	-23	6	-5	-14	0.5	3.1	-4	1.0
CC1CCCC(NC(=O)CSC2CCCCC2)C1C (centres undefined)	1.8	/	106	-15	6	-63	-2	-0.9	-1.2	5	12
COc1cc(CN2CCNC(=O)C2CC(=O)NCCC2=CCCCC2)cc(OC)c1 (centres undefined)	1.6	-8	98	-3	1	9	4	1.5	1.2	-10	-1.9
NNC(=O)CCCNc1ncc(C(F)(F)F)cc1Cl	3.7	53	104	-1	0	11	9	0.4	-1.6	-3	-2.2
CC1CCCC(NC(=O)CSc2ccc(F)cc2)C1C (centres undefined)	1.7	16	101	10	-4	0	-10	0.0	0.5	-5	0.0
Cc1cc(C)cc(NC(=O)C(OC(=O)Cn2cnc3c2c(=O)n(C)c(=O)n3C)c2ccccc2)c1 (centres undefined)	2.5	-12	96	-5	2	16	/	-0.2	2.4	2	-3.0
Cc1sc2ncnc(SCC(=O)NCC(C)C)c2c1C	4.7	7	/	-8	-2	21	6	-0.9	5.1	1	-3.5
CCN(CC)CCNC(=S)Nc1ccc(Cl)cc1	1.7	17	104	-3	2	-3	-9	0.3	3.1	-7	0.6
COC(=O)c1ccc(NC(=O)COC(=O)CSc2nc(C)cc(C)n2)cc1	0.7	-4	92	0	0	0	/	-3.5	2.4	-5	-0.1
CCOc1cccc2cc(C(=O)NCCC3=CCCCC3)c(=O)oc12	1.6	30	111	-7	0	-11	/	-3.5	-2.2	6	2.2
Nc1cc(C(=O)OCC(=O)Nc2cccc(S(=O)(=O)N3CCOCC3)c2)ccc1Cl	3.4	92	/	-31	3	14	5	-1.2	-0.2	0	-3.6
Fc1ccc(CNC(=S)NC2CCCC2)cc1	4.5	3	111	-5	2	-3	-12	-2.3	-0.1	9	0.4
CCOc1ccc(S(=O)(=O)N(CC(=O)Nc2cccnc2)c2ccc(F)cc2)cc1	2.0	-19	102	6	-4	-30	3	-1.0	0.1	1	4.4
O=C(COc1ccc2ccccc2c1)Nc1ccc(Cc2ccncc2)cc1	0.7	31	37*	11	-4	-13	-4	-2.2	0.1	-7	2.1
O=C(Nc1ccc(N2CCOCC2)cc1)c1ccncc1	1.2	203	98	-17	7	8	-10	1.7	-0.7	-4	-1.7
CCOC(=O)CC(C)(C)/C(C)=N/Nc1ccc([N+](=O)[O-])cc1[N+](=O)[O-]	1.4	/	84	10	-1	-11	14	-2.3	1.7	-2	2.2
CC1=NNC(=O)C(CC(=O)Nc2ccc(Cl)c(Cl)c2)C1 (centres undefined)	3.1	-14	95	-8	3	12	-7	-1.2	0.8	3	-2.2
COc1ccc(NS(=O)(=O)c2cc(NS(=O)(=O)c3cc(C(=O)O)ccc3OC)ccc2C)cc1	1.5	/	102	13	-7	20	-13	/	/	-1	-5.1
Cc1cccc2cc(CN(Cc3ccco3)C(=O)c3ccncc3)c(=O)[nH]c12	1.0	-23	104	-16	7	-7	-4	-2.5	-3.5	1	1.5
COc1ccccc1C1=Nc2cccc3cccc(c23)N1	1.4	-4	102	-6	2	-42	7	-1.1	0.1	-12	6.7
Cc1ccc(C)c(SCC(=O)NCC(c2ccco2)N2CCCCC2)c1 (centres undefined)	2.6	-3	111	4	-1	-5	/	-0.9	0.7	0	1.1
O=C(O)c1cccc(NC(=O)c2ccc3c(c2)C(=O)N(C2CCCCC2)C3=O)c1	1.0	-2	101	3	-1	12	-26	-2.7	-1.9	5	-2.4
O=C(Cc1cccc2ccccc12)NN1C(=O)C2C(C1=O)C1C=CC2C12CC2 (centres undefined)	5.3	3	107	-18	5	5	8	-2.0	0.7	-11	-0.9
Cc1ccc(NC(=S)NC2CC3CCCC(C2)N3Cc2ccco2)cc1 (centres undefined)	2.9	4	104	-10	1	-12	-15	2.1	3.2	3	2.3
Cc1cc(OCn2ccc(C(=O)O)n2)ccc1Cl	1.8	/	97	6	-2	14	-8	0.8	-0.5	-9	-2.5
CCc1cc(OCCN(C)C)ccc1Cl	-4.4	5	117	4	-2	7	/	0.8	-1.1	-6	-1.4
O=C1c2ccccc2NC(c2ccc(-c3ccc(C(F)(F)F)cc3)o2)N1O (centres undefined)	15*	-25	97	7	-2	-21	101*	21*	17*	1	3.7
Cc1coc2cc3oc(=O)c(CC(=O)N4C[C@H]5C[C@@H](C4)c4cccc(=O)n4C5)c(C)c3cc12	2.9	20	/	4	1	8	-1	-1.5	1.5	-5	-1.6
CC(=O)c1ccc(NC(=O)C2CCCO2)cc1 (centres undefined)	1.3	0	91	-4	2	14	0	0.1	-1.8	-3	-2.9
COc1ccc(CC(=O)NCCCCc2ccccc2)cc1OC	1.4	4	107	-24	1	15	1	0.7	1.3	1	-3.0
CCOC(=O)Cn1nc(-c2ccccc2)nc1-c1ccccc1	1.2	217	/	24	-9	11	/	-2.2	-1.4	-8	-1.9
O=C(c1cccs1)N1CCOCC1	4.3	/	100	5	0	4	15	0.8	2.4	3	-0.7
O=C(NCc1ccccn1)Nc1ccc(F)cc1	0.5	-6	/	-6	-2	5	-2	-0.4	-1.3	-8	-0.9
CCOc1ccc(CNC(=O)Cn2nc(C)c3c(C)n(-c4ccc(C)cc4)nc3c2=O)cc1	2.5	0	/	-3	0	1	-16	-0.8	-0.3	-4	-0.1
Cc1noc(C)c1C(=O)Nc1sc2c(c1C(N)=O)CCCCC2	-0.8	-2	98	-15	2	-14	9	-1.0	-0.1	15	2.6
Cc1ccsc1C(=O)N(CC(C)C)c1c(N)n(Cc2ccccc2)c(=O)[nH]c1=O	2.4	9	103	-5	9	-2	6	-1.8	3.1	2	0.4
COc1ccc(S(=O)(=O)NNC(=O)Nc2ccc(C)cc2C)c(OC)c1	0.1	137	108	5	-2	-6	-13	-0.8	-3.5	-13	1.5
COc1ccccc1CCNC(=O)C1CCN(C(=O)/C=C/c2ccccc2)CC1	1.1	1	114	-12	2	-5	15	0.4	4.7	6	0.9
C/C(=N\NC(=O)CCc1ccc(S(=O)(=O)N2CCOCC2)cc1)c1ccc(OC(F)F)cc1	1.8	-2	117	-4	1	2	/	0.8	0.5	-5	-0.4
